SENP7 block – SENP7 protease inhibition; recombinant SENP7, Z-RLRGG-aminoluciferin luminescence, 40 min; inhibition, % at 5 µM; actives 1.5% (n = 330,000);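 active means inhibition above about 50% at the single test dose, limit read from the data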;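 further: plate controls were DMSO with enzyme for no effect and no enzyme buffer wells for full effect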
UBC13 inh – inhibitors of human UBC13 polyubiquitin chain formation | P61088 | TR-FRET | inhibition, % at 20 µM | actives 0.47% (n = 330,000) | AID 485273; in the data active means inhibition above about 45%, passing the limit was not always enough
SENP1 FRET inh – blocks the human SENP1 SUMO protease catalytic domain. Q9P0U3. AID 624204. inhibition, % at 10 µM. recombinant SENP1 catalytic domain, CyPet-SUMO1-YPet FRET cleavage. actives 0.21% (n = 360,000);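 active means inhibition at least 30% at 10 µM, raw YFP signal under a set limit, fluorescence ratio 0.5 to 1.5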;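 further: 0% = enzyme with DMSO and 100% = no enzyme wells; some results filed as inactive read as strong as hits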
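Compound: 10 µM single point, 0.5% DMSO; Test system: hSENP1 catalytic domain, recombinant; Timing: 50 min reaction at room temperature; Technique: FRET, CFP and YFP emission; Control set: no-enzyme wells low, DMSO-plus-enzyme wells high control.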
SENP8 block-1 – blocks human SENP8 cleavage of Nedd8 substrate | recombinant SENP8, Nedd8 substrate fluorescence | AID 602440 | actives 0.64% (n = 360,000) | inhibition, % at 20 µM | Q96LD8; in the data active means inhibition mostly above about 40%, no sharp cut-off; inactive means mostly below about 27%
MIN6 prolif – MIN6 beta-cell proliferation induction; AID 2380; MIN6 cells proliferation, ATPlite luminescence, 48 h; cells starved in 0.2% serum; 100% = growth in 10% serum; actives 0.29% (n = 330,000); proliferation, % at 10 µM;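 active means compounds whose signal lies at least 3.5 SD above the mean of all wells on their plate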;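 further: 0% = DMSO-treated cells in low-serum medium and 100% = 10% serum control; some compounds called inactive have numbers as strong as hits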
SENP6 inh – inhibitors of human SENP6 protease; Recombinant SENP6 catalytic domain, aminoluciferin luminescence; inhibition, % at 10 µM; actives 1.8% (n = 330,000); AID 2599;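 active means inhibition above about 50% at the single tested dose, limit read from the data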;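 further: plate controls were DMSO wells with enzyme for no effect and DMSO wells lacking enzyme for full effect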
HKDC1 inh – HKDC1 (human) hexokinase inhibition; AID 493160; recombinant HKDC1, G6PDH/diaphorase resazurin coupled fluorescence; Q2TB90; inhibition, % at 20 µM; actives 0.16% (n = 340,000);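 active means inhibition above about 35% when tested at 20 µM, limit read from the data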;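 further: plate controls were DMSO wells with enzyme for no effect and DMSO wells lacking enzyme for full effect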
Target sequence (Q2TB90 whole entry, looked up): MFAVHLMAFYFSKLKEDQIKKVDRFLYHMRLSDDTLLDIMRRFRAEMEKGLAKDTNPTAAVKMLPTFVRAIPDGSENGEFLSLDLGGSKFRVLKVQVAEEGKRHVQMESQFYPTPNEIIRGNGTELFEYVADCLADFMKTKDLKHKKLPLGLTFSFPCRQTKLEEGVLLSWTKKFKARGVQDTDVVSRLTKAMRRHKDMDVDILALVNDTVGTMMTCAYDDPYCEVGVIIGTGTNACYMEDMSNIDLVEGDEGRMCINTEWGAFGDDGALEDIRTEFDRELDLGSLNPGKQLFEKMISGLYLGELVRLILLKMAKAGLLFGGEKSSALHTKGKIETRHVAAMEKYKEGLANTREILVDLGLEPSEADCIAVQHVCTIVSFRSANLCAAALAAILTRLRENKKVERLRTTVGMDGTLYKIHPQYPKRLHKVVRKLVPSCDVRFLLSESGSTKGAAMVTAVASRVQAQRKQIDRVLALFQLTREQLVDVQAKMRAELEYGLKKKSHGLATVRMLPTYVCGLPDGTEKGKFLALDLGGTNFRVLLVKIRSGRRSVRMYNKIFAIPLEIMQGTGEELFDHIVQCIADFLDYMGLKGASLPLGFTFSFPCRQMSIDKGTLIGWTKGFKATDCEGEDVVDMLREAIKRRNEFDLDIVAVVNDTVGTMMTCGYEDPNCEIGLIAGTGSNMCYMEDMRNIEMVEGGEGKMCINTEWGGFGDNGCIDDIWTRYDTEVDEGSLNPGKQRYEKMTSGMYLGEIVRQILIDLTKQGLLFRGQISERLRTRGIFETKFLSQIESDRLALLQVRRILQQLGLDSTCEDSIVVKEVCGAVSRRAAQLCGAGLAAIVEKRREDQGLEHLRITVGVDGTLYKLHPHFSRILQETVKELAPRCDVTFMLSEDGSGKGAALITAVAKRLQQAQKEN
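Assay system: recombinant HKDC1 hexokinase; detection: coupled resazurin fluorescence, excitation 525 nm, emission 613 nm; benchmarks: DMSO-plus-enzyme-mix negative control, buffer-substituted positive control; compound dosing: single 20 µM dose; schedule: 90 min at room temperature in dark; also added: glucose plus 1 mM ATP as hexokinase substrates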
PfGluPho inh – PfG6PD (Plasmodium falciparum) enzyme inhibition; PfGluPho enzyme, NADPH resazurin-diaphorase fluorescence; inhibition, % at 20 µM; actives 0.78% (n = 350,000);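 active means inhibition reaching at least a set limit at 20 µM in the primary screen, cut at about 59% in these data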;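 further: 0% = DMSO wells with substrate and 100% = DMSO wells lacking glucose-6-phosphate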
SENP8 block-2 – blocks the human protease SENP8; AID 2540; purified SENP8, Z-RLRGG-aminoluciferin cleavage, luminescence; actives 1.2% (n = 330,000); inhibition, % at 10 µM; in the data active means inhibition above about 50%
* = called active by the depositor; x = no result given.

No. | structure | SENP7 block | UBC13 inh | SENP1 FRET inh | SENP8 block-1 | MIN6 prolif | SENP6 inh | HKDC1 inh | PfGluPho inh | SENP8 block-2
1 | N#Cc1sc(=O)[nH]c1Cl | 8 | -4 | -3 | -8 | 0 | -13 | 1 | 14 | -12
2 | CCn1c(SC(C)C(=O)O)nnc1-c1cccnc1 (stereo not drawn) | -4 | -6 | 1 | 6 | -2 | -7 | -3 | -3 | -9
3 | O=C(NCC(=O)N(c1ccccc1)C(C(=O)NCC1CCCO1)c1ccccc1)c1ccco1 (stereo not drawn) | 0 | 3 | 0 | 6 | 6 | -3 | -1 | -5 | -3
4 | CC(NC(=O)COc1ccc(S(=O)(=O)N2CCCC2)cc1)c1ccccc1 (stereo not drawn) | -9 | 6 | 2 | 12 | 0 | -22 | -3 | 1 | 1
5 | O=C1CC(c2ccco2)Cc2nc(N3CCc4ccccc4C3)ncc21 (stereo not drawn) | 5 | -12 | 31* | -34 | -4 | 13 | 3 | 32 | 3
6 | CCN1CCN(CC(=O)N2c3ccccc3Sc3ccccc32)CC1 | -4 | 6 | 1 | 16 | 5 | -1 | 0 | -8 | 0
7 | Cc1cc(C)n2nc(CCCCc3nc4nc(C)cc(C)n4n3)nc2n1 | 3 | 2 | x | x | 0 | 18 | x | x | 4
8 | COc1cc(C2C(C#N)=C(N)Oc3cc(C)oc(=O)c32)ccc1OC(=O)N1CCOCC1 (stereo not drawn) | -3 | -1 | -5 | 23 | -3 | -3 | 13 | -10 | 4
9 | CC(OC(=O)Cc1coc2ccc3ccccc3c12)C(=O)NC(N)=O (stereo not drawn) | -8 | 3 | -28 | -47 | 0 | -13 | 6 | 9 | -6
10 | Cc1nn(Cc2ccccc2)c(C)c1NC(=O)c1cc(-c2ccco2)on1 | 1 | 12 | 1 | 6 | 0 | -4 | -5 | 1 | -1
11 | COc1ccc(CNc2nnnn2C)c(OC)c1 | 1 | 2 | 0 | 2 | 1 | -9 | -8 | 10 | -9
12 | COc1ccc(CC(=O)NCc2cccs2)cc1OC | 1 | 1 | 1 | 0 | 0 | -3 | -5 | -6 | -9
13 | CN(C)CCCN(C(=O)/C=C/c1cccs1)c1nc2c(F)cccc2s1 | x | x | 2 | -46 | x | x | 3 | -5 | x
14 | Nc1ccccc1C(=O)NC1CCCCNC1=O (stereo not drawn) | -6 | 9 | -2 | -435 | -4 | -24 | -4 | -1 | -3
15 | Nc1cc(=O)[nH]c(SCC(=O)Nc2ccc(S(=O)(=O)N3CCCC3)cc2)n1 | 1 | 3 | -2 | -11 | -2 | -4 | -7 | -8 | 5
16 | COc1ccc2ccccc2c1/C=N/NC(=O)c1ccccc1F | 1 | -2 | 3 | -64 | -4 | -8 | -4 | 47 | 2
17 | CC(NC(=O)CN(C)S(=O)(=O)c1cnc[nH]1)c1ccccc1 (stereo not drawn) | 1 | 4 | 2 | 1 | -1 | -2 | -7 | 9 | -2
18 | CCN(C(=O)COC(=O)c1ccc([N+](=O)[O-])o1)C1CCCCC1 | 10 | 0 | 0 | 23 | 0 | 16 | 2 | 18 | 9
19 | Cc1ccc(CCNC(=O)CC(C)CC2=NS(=O)(=O)c3ccccc3N2)cc1 (stereo not drawn) | -7 | 2 | 2 | 14 | 1 | 3 | -2 | 4 | 2
20 | CCNC(=O)c1oc2c(c1C)C(=O)CC(C)(C)C2 | -4 | -2 | 2 | 7 | 0 | -4 | -9 | -10 | -6

Three entries from above, sorted by the number in SENP7 block, high to low.
No.	structure	SENP7 block
15	Nc1cc(=O)[nH]c(SCC(=O)Nc2ccc(S(=O)(=O)N3CCCC3)cc2)n1	1
2	CCn1c(SC(C)C(=O)O)nnc1-c1cccnc1 (stereo not drawn)	-4
19	Cc1ccc(CCNC(=O)CC(C)CC2=NS(=O)(=O)c3ccccc3N2)cc1 (stereo not drawn)	-7

(cont.)
No. | structure | SENP7 block | UBC13 inh | SENP1 FRET inh | SENP8 block-1 | MIN6 prolif | SENP6 inh | HKDC1 inh | PfGluPho inh | SENP8 block-2
21 | Cn1c(C(=O)NCCc2c[nH]c3ccccc23)cc2sccc21 | -10 | 15 | 1 | 12 | -3 | -12 | 6 | 59 | -1
22 | O=C(c1cnc2n(c1=O)CCS2)N(C1CCCCC1)C1CCCCC1 | 8 | 8 | 0 | 0 | 2 | -6 | -1 | 4 | -6
23 | COc1ccc(Br)cc1CNC(=O)CCNC(=O)Cn1ccc2ccccc2c1=O | -10 | 14 | 4 | -23 | -1 | 15 | -9 | -7 | -3
24 | CCN(CC)CCN1C(=O)c2ccccc2NC1c1ccc(F)cc1 (stereo not drawn) | 3 | 19 | -9 | -284 | 1 | 0 | -8 | 2 | 13
25 | COC(=O)c1ccccc1NC(=O)C1CC=CCC1C(=O)O (stereo not drawn) | -3 | 4 | 4 | -64 | 0 | -7 | 0 | -11 | 0
26 | N/C(=N\O)c1ccc([N+](=O)[O-])s1 | 7 | -14 | 1 | 31 | -2 | 7 | 3 | -8 | 6
27 | CC(=O)N1CCC2(CC1)C/C(=N\NC(=S)Nc1ccccc1F)c1cc(O)ccc1O2 | 2 | 4 | -78 | -375 | 2 | -6 | -18 | 53 | -2
28 | Cc1ccc(NC(=O)Cc2cccs2)cc1Cl | -5 | 1 | 1 | 11 | -2 | -8 | -3 | 9 | -18
29 | O=C(CCc1nnc(-c2ccccc2)o1)NC1CCCCC1 | 0 | 4 | 0 | -6 | -1 | 5 | -3 | -7 | 2
30 | CCN(C(=O)COC(=O)CNC(=O)c1cccc(C)c1)c1c(N)n(Cc2ccccc2)c(=O)[nH]c1=O | 0 | 0 | -1 | -28 | -1 | 0 | -5 | -3 | 6
31 | Cc1cc(C)nc(SCC(=O)c2ccc(Cl)cc2)n1 | -6 | 7 | 0 | 20 | 4 | -30 | -4 | 11 | 0
32 | COC(=O)C(Cc1ccccc1)NC(=O)c1ccc(C)cc1 (stereo not drawn) | -4 | -6 | 1 | 3 | -2 | -17 | -9 | -9 | -9
33 | CCOC(=O)CCc1c(C)c2ccc(OCc3cc([N+](=O)[O-])ccc3OC)cc2oc1=O | 3 | 4 | -3 | 6 | -1 | -3 | -3 | 9 | 3
34 | O=C(CN1CCC2(CC1)OCCO2)c1ccc2cc[nH]c2c1 | 3 | 8 | -13 | -230 | -1 | -13 | 1 | -4 | 3
35 | Cc1sc2nc3n(c(=O)c2c1C)CCCCC3 | 4 | 18 | -1 | 21 | 1 | -12 | -13 | -27 | -5
36 | COc1cccc(NC(=O)C2c3cc(OC)c(OC)cc3C(=O)N(C)C2c2cccnc2)c1 (stereo not drawn) | 2 | 6 | 0 | 6 | -1 | -4 | -1 | -8 | 2
37 | c1ccc2c(c1)Oc1cccc3cccc-2c13 | 5 | 12 | -2 | -457 | -2 | -7 | 1 | 7 | -2
38 | O=C1C2C3C=CC(CC3)C2C(=O)N1c1nccs1 (stereo not drawn) | -3 | -6 | 0 | 11 | 0 | -9 | -5 | -5 | -13
39 | C=CCSc1nc2ccccc2n1S(=O)(=O)c1ccc(C)cc1 | 0 | -4 | 0 | 12 | -2 | -27 | -2 | -12 | -9
40 | CC(C)[C@H](NS(=O)(=O)c1cccc(C(F)(F)F)c1)C(=O)OCC(=O)NC(=O)NCc1ccco1 | 9 | 2 | 0 | 11 | 2 | 11 | 7 | 26 | 0

Part of the list above in order of length of the SMILES, falling:
No. | structure | SENP7 block | UBC13 inh | SENP1 FRET inh | SENP8 block-1 | MIN6 prolif | SENP6 inh | HKDC1 inh | PfGluPho inh | SENP8 block-2
21 | Cn1c(C(=O)NCCc2c[nH]c3ccccc23)cc2sccc21 | -10 | 15 | 1 | 12 | -3 | -12 | 6 | 59 | -1
35 | Cc1sc2nc3n(c(=O)c2c1C)CCCCC3 | 4 | 18 | -1 | 21 | 1 | -12 | -13 | -27 | -5
28 | Cc1ccc(NC(=O)Cc2cccs2)cc1Cl | -5 | 1 | 1 | 11 | -2 | -8 | -3 | 9 | -18

The results go on:
Values run as follows: SENP7 block	UBC13 inh	SENP1 FRET inh	SENP8 block-1	MIN6 prolif	SENP6 inh	HKDC1 inh	PfGluPho inh	SENP8 block-2
#41 C[C@H](CO)N1C[C@H](C)[C@@H](CN(C)C(=O)Nc2ccccc2)Oc2ccc(NC(=O)NC3CCCCC3)cc2C1=O
→ 2	-6	0	7	-2	-5	0	-1	1
#42 Cc1cc(C)cc(N2CN=C3SCC(=O)N3C2)c1
→ 5	4	1	4	-2	-4	-5	-2	3
#43 Cc1ccc(C(=O)N(Cc2ccc3c(c2)OCO3)Cc2nc3ccccc3c(=O)[nH]2)cc1
→ -12	2	-2	-2	1	-8	-2	6	-12
#44 CSCC[C@H](NC(=O)c1ccc(Cl)c(S(=O)(=O)N2CCCC2)c1)c1nc2ccccc2[nH]1
→ 8	4	2	-40	-2	-13	1	-12	-8
#45 COc1cccc(CN(C(=O)Cc2c[nH]c3ccccc23)C(C(=O)NC2CCCCC2)c2ccc(C)o2)c1 (stereo not drawn)
→ -2	1	-3	4	0	7	0	19	-4
#46 Cc1nc(SCC(=O)N2c3ccccc3Sc3ccccc32)n[nH]1
→ -2	-1	2	13	-2	-9	-1	5	1
#47 CCOC(=O)c1ccccc1NC(=O)c1nc2nccc(C)n2n1
→ 2	8	2	9	-1	-3	-7	-2	12
#48 COc1cc(C(=O)O/N=C(\N)Cc2ccc([N+](=O)[O-])cc2)cc(OC)c1OC
→ -7	7	3	4	3	-4	-1	8	-6
#49 CCCCCCNC(=O)CCCCCNS(=O)(=O)c1ccc(Br)cc1
→ 0	7	0	13	-1	-13	17	-19	1
#50 Cc1nc(-c2ccc(Cl)cc2)sc1C(=O)O
→ 77*	-5	2	1	-1	81*	-6	-2	85*
#51 O=C(Cn1ccc2ccccc2c1=O)NCC(=O)N1CCCCC1
→ -2	-5	1	-28	-1	12	-1	-10	0
#52 CN1CCC(NC(=O)NC2CCCCC2)CC1
→ 9	17	1	22	2	-20	-5	-10	-2
#53 CC(C)c1csc(CN2CCN(Cc3ccc(F)cc3)C(CCO)C2)n1 (stereo not drawn)
→ 7	5	0	-4	-2	7	-3	-14	6
#54 NC(=O)/C(=C/c1ccco1)NC(=O)c1ccc(Br)o1
→ 3	-4	9	6	1	-20	3	1	2
#55 CCN(C(=O)CSc1nc2ccccc2n1CCc1ccccc1)C1CCS(=O)(=O)C1 (stereo not drawn)
→ 0	-6	1	14	0	6	-4	37	-10
#56 O=C(O)/C=C/c1cccc(NC(=O)c2ccc(Cl)cc2)c1
→ 59*	0	2	15	-1	74*	15	12	61*
#57 CC(C)(C)NC(=O)c1nc2ccccc2s1
→ -3	-3	3	9	-2	-9	-3	-10	-11

High-throughput results as filed in PubChem.
